Bioassay records (PubChem BioAssay)
Gli-Sufu antag – antagonists of Gli-Sufu signaling; Sufu-KO-LIGHT fibroblasts, Gli luciferase reporter luminescence; inhibition, % at 5 µM; 340,000 compounds, 0.74% hits;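 active = inhibition above about 55%, limit read from the data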;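 also: 0% = DMSO-treated cells and 100% = wells with medium but no cells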
Jurkat NFkB inh – lowers PMA/ionomycin-induced NF-kB signal in Jurkat cells | 330,000 compounds, 0.53% hits | inhibition, % at 4 µM | PMA/ionomycin-induced NF-kB luciferase reporter, luminescence; in the data active = inhibition above about 50%
EBI2 antag – antagonists of human EBI2 receptor | P32249 | EBI2 beta-arrestin recruitment, luminescence, 7a,25-OHC stimulated | inhibition, % at 5 µM | 360,000 compounds, 0.81% hits; in the data active = inhibition above about 38%;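 also: enzyme fragment complementation signal reports receptor beta-arrestin coupling in cells; 0% = agonist plus DMSO wells and 100% = wells without agonist; some results beyond the cut were filed as inactive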
CXCR6 inh – blocks human CXCR6 beta-arrestin recruitment | O00574 | CHO-K1 PathHunter CXCR6 beta-arrestin, luminescence | inhibition, % at 20 µM | 360,000 compounds, 0.36% hits; in the data active = inhibition above about 34%, passing the limit was not always enough;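 also: antagonist mode with CXCL16 agonist at 10 nM final; 0% = 10 nM CXCL16 with DMSO and 100% = unstimulated wells without agonist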
UPR CHOP act – activators of apoptotic arm of unfolded protein response (CHOP) | CHO-CHOP luciferase reporter, UPR activation, luminescence; percent of tunicamycin response over DMSO baseline | activation, % at 10 µM | 330,000 compounds, 0.34% hits;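 active = at 10 µM dose, activation of 40% or more, normalized to positive control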;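 also: 100% = tunicamycin at 10 µg/mL and 0% = DMSO alone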
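Dosing – one dose, 10 µM in 0.5% DMSO · System – CHO-CHOP cells, stable luciferase reporter of PERK-eIF2a-CHOP signalling · Input – 500 cells/well · Control set – tunicamycin 10 µg/mL final as positive, DMSO-only wells as negative · Timing – 6 h compound treatment, 37 °C · Measure – % activation vs tunicamycin · Technique – luminescence read with Steady-Glo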
UPR XBP1 act – adaptive UPR (XBP1) activation; CHO-XBP1 luciferase reporter, IRE1-XBP1 UPR activation, luminescence; percent of tunicamycin response, DMSO as zero; activation, % at 20 µM; 330,000 compounds, 0.33% hits;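 active = versus positive control, 20 µM dose yields 30% or more activation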;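 also: 100% = tunicamycin at 10 µg/mL and 0% = DMSO only wells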
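Material: CHO-XBP1 cells stably carrying IRE1-XBP1-driven luciferase reporter | Medium: F12 with 10% serum | Compound dosing: 20 µM single concentration, DMSO 1% | Incubation: Overnight seeding at 37 °C, 6 h compound treatment at 37 °C | Detection: Steady-Glo luminescence read | Read-out basis: % activation of reporter signal versus tunicamycin and DMSO controls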
CCR6 antagonist – blocks CCL20-driven beta-arrestin recruitment at human CCR6; inhibition, % at 20 µM; 340,000 compounds, 0.49% hits; CHO-K1 CCR6 PathHunter beta-arrestin, luminescence, CCL20-stimulated; P51684; AID 493098;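 active = compounds whose inhibition of the agonist-driven luminescence signal at 20 µM reaches about 50%, limit read from the data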;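 also: cells stimulated with CCL20 at 14 nM final; plate controls were DMSO with CCL20 for no effect and DMSO without agonist for full effect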
Mdm2-MdmX inh – inhibitors of human Mdm2/MdmX interaction; SaOS-2 split-luciferase Mdm2/MdmX complementation, luminescence; inhibition, % at 8 µM; O15151+Q00987; 330,000 compounds, 3% hits;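 active = inhibition of at least 50% at 8 µM in the primary screen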
Target sequence (O15151 whole entry, looked up): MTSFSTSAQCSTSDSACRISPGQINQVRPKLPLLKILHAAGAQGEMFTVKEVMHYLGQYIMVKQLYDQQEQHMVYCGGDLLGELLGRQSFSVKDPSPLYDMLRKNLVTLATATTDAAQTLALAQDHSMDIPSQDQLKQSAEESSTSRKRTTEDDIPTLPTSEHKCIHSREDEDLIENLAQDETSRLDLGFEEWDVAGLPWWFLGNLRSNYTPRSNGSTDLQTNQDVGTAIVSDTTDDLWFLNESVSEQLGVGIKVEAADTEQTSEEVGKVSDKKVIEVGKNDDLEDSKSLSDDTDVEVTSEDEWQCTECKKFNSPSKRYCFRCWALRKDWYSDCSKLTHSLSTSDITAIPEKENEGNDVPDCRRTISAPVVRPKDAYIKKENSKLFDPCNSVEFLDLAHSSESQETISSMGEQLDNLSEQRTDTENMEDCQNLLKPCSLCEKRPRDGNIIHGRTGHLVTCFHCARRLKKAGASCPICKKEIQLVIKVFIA
Target sequence (Q00987 whole entry, looked up): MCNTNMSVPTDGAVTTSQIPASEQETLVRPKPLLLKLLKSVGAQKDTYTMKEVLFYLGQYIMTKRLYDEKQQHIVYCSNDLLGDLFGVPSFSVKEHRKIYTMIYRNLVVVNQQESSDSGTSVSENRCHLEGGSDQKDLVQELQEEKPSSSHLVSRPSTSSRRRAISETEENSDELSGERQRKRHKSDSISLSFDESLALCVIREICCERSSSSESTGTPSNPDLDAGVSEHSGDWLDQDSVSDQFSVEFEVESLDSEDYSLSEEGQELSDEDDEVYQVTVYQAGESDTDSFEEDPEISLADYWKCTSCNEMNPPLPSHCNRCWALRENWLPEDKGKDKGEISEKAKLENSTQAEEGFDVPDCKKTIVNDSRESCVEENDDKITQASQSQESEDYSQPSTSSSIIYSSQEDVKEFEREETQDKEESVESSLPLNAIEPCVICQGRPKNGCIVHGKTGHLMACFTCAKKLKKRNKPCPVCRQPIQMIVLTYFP
697 NFkB inh – lowers PMA/ionomycin-induced NF-kB signal in 697 B cells; 697 B-cell NF-kB luciferase reporter, 16 h; inhibition, % at 4 µM; 330,000 compounds, 0.33% hits; AID 435022; in the data active = inhibition above about 35%
The depositor's hits bear a star; . = not tested or not shown.

SMILES	Gli-Sufu antag	Jurkat NFkB inh	EBI2 antag	CXCR6 inh	UPR CHOP act	UPR XBP1 act	CCR6 antagonist	Mdm2-MdmX inh	697 NFkB inh
Cc1ccc(-c2csc(NCCc3nc4cc(Cl)c(Cl)cc4n3CCOCCO)n2)cc1	28	-8	19	1	-0.3	-3	7	15	7
Cc1cn(C2OC(COC(=O)c3ccccc3)C(O)C2O)c(=O)[nH]c1=O (stereo unspecified)	-11	-23	-10	1	0.3	-2	2	16	-18
CCc1noc(C)c1C(=O)Nc1cccc(S(=O)(=O)N(C)c2ccccc2)c1	-3	-6	5	3	0.2	0	2	4	-10
CCOC(=O)N1CCN(CC(O)COc2ccc(-c3ccccc3)cc2)CC1 (stereo unspecified)	18	0	7	-18	2.3	-2	9	16	11
CN(CCOc1ccccc1)C(=S)Nc1ccc(OC(F)F)cc1	1	-24	8	-1	3.7	1	16	-9	-30
CCN(c1ccccc1)S(=O)(=O)c1cc(C(=O)NCC(c2ccc(OC)cc2)N(C)C)ccc1C (stereo unspecified)	4	.	-7	12	.	.	22	.	.
O=S(=O)(Nc1ccc(S(=O)(=O)N2CCOCC2)cc1)c1ccccc1	2	10	7	-4	1.2	0	12	3	21
O=C(CSc1nc(C2CC2)nc2ccccc12)Nc1cccc(O)c1	2	3	-2	-9	0.8	-4	8	21	16
COc1ccc(OC)c(C2C(C(=O)Nc3ccc(F)cc3)=C(C)Nc3nc(CCCO)nn32)c1 (stereo unspecified)	-3	6	-7	-2	1.5	1	0	16	16
O=C(CN1C(=O)NC2(CCCCC2)C1=O)Nc1cc(C(F)(F)F)ccc1N1CCCCC1	5	2	9	-1	-0.2	3	-4	19	12
CC1=CCC(C(=O)O)C(C(=O)O)C1 (stereo unspecified)	9	-14	-1	-4	-1.9	0	-3	-1	-17
Cn1cccc1Cc1nnc(SCC(=O)NCc2ccco2)n1CCc1ccccc1	0	7	0	-6	0.4	-3	20	8	21
Cc1ccc(N/N=C2\CC(=O)c3ccccc32)cc1Cl	.	8	.	.	49*	96*	.	58*	14
CC(C)CN(C(=O)CSc1n[nH]c(-c2cccs2)n1)C1CCS(=O)(=O)C1 (stereo unspecified)	-6	-11	-4	0	0.3	1	10	-8	5
O=C(CNC(=O)c1ccccc1)NCC(O)c1ccc([N+](=O)[O-])cc1 (stereo unspecified)	-1	5	-10	-4	-0.8	-2	-14	2	17
c1ccc(-c2cc(N3CCCCC3)nc(-c3ccccc3)n2)cc1	-3	2	-37	1	-2.1	-1	5	19	-16
CCCCCC(=O)Cc1cc(O)cc2c1C(=O)Oc1cc(O)c(C(=O)O)c(CCCCC)c1O2	3	-11	.	.	-0.7	-2	-4	-1	21
COc1cc(/C=C2\C(=N)N3N=C(S(C)(=O)=O)SC3=NC2=O)cc(OC)c1OCCOc1ccccc1C	-1	-15	-2	-1	0.0	-2	6	-2	0
CCOP(=O)(OCC)c1nc(-c2ccc(C)cc2)oc1NCc1ccccc1	5	6	8	3	0.7	-1	0	7	-2
COc1ccc(/C=N/NC(=O)c2ccccc2O)cc1Cn1cc(Cl)cn1	47	-5	4	7	0.8	-4	14	20	21
CCCc1cc2c(cc1NC(=O)c1ccccc1Cl)OCO2	9	-3	-7	1	-0.9	1	4	18	9
Cc1ccc2cc(C)c3nnc(SCC(=O)c4cccs4)n3c2c1C	2	9	1	2	2.2	-1	2	7	-7
COc1ccc(C(C)=O)cc1COC(=O)c1ccc(OCc2c(C)noc2C)cc1	9	-5	19	1	3.1	0	10	27	31
O=C(NNc1c2ccccc2nc2ccccc12)c1cc2ccccc2cc1O	16	-1	45*	34	1.7	-2	44	35	-12

Some of the entries above, reformatted:
Molecule | Gli-Sufu antag | Jurkat NFkB inh | EBI2 antag | CXCR6 inh | UPR CHOP act | UPR XBP1 act | CCR6 antagonist | Mdm2-MdmX inh | 697 NFkB inh
O=C(CN1C(=O)NC2(CCCCC2)C1=O)Nc1cc(C(F)(F)F)ccc1N1CCCCC1 | 5 | 2 | 9 | -1 | -0.2 | 3 | -4 | 19 | 12
CC1=CCC(C(=O)O)C(C(=O)O)C1 (stereo unspecified) | 9 | -14 | -1 | -4 | -1.9 | 0 | -3 | -1 | -17
Cn1cccc1Cc1nnc(SCC(=O)NCc2ccco2)n1CCc1ccccc1 | 0 | 7 | 0 | -6 | 0.4 | -3 | 20 | 8 | 21
Cc1ccc(N/N=C2\CC(=O)c3ccccc32)cc1Cl | . | 8 | . | . | 49* | 96* | . | 58* | 14
CC(C)CN(C(=O)CSc1n[nH]c(-c2cccs2)n1)C1CCS(=O)(=O)C1 (stereo unspecified) | -6 | -11 | -4 | 0 | 0.3 | 1 | 10 | -8 | 5
O=C(CNC(=O)c1ccccc1)NCC(O)c1ccc([N+](=O)[O-])cc1 (stereo unspecified) | -1 | 5 | -10 | -4 | -0.8 | -2 | -14 | 2 | 17
c1ccc(-c2cc(N3CCCCC3)nc(-c3ccccc3)n2)cc1 | -3 | 2 | -37 | 1 | -2.1 | -1 | 5 | 19 | -16
CCCCCC(=O)Cc1cc(O)cc2c1C(=O)Oc1cc(O)c(C(=O)O)c(CCCCC)c1O2 | 3 | -11 | . | . | -0.7 | -2 | -4 | -1 | 21
COc1cc(/C=C2\C(=N)N3N=C(S(C)(=O)=O)SC3=NC2=O)cc(OC)c1OCCOc1ccccc1C | -1 | -15 | -2 | -1 | 0.0 | -2 | 6 | -2 | 0
CCOP(=O)(OCC)c1nc(-c2ccc(C)cc2)oc1NCc1ccccc1 | 5 | 6 | 8 | 3 | 0.7 | -1 | 0 | 7 | -2
COc1ccc(/C=N/NC(=O)c2ccccc2O)cc1Cn1cc(Cl)cn1 | 47 | -5 | 4 | 7 | 0.8 | -4 | 14 | 20 | 21
CCCc1cc2c(cc1NC(=O)c1ccccc1Cl)OCO2 | 9 | -3 | -7 | 1 | -0.9 | 1 | 4 | 18 | 9
Cc1ccc2cc(C)c3nnc(SCC(=O)c4cccs4)n3c2c1C | 2 | 9 | 1 | 2 | 2.2 | -1 | 2 | 7 | -7

(further entries)
SMILES	Gli-Sufu antag	Jurkat NFkB inh	EBI2 antag	CXCR6 inh	UPR CHOP act	UPR XBP1 act	CCR6 antagonist	Mdm2-MdmX inh	697 NFkB inh
CCCCNC(=O)CSc1nc2ccccc2c(=O)n1CCNC(C)=O	-1	6	1	4	-1.8	0	13	-9	10
COc1ccccc1CNC(=O)C1CCN(C(=O)NC2CCCCC2)CC1	1	-11	-15	-4	1.3	0	-8	6	-33
CCc1ccccc1N1CC(C(=O)Nc2cc(C)on2)CC1=O (stereo unspecified)	11	-16	-6	-3	0.4	1	11	6	7
CCOC(=O)C1=C(C)N=C2SC(C)C(=O)N2C1c1ccc(OC(C)=O)c(OCC)c1 (stereo unspecified)	.	-16	.	.	4.0	3	.	-13	3
Cc1ccc(Cc2c(C)nc3nc(SCC(=O)NCCCN4CCOCC4)nn3c2C)cc1	1	-4	-9	4	0.7	-2	1	0	3
CSc1cccc(NS(=O)(=O)c2ccccc2)c1	0	-5	6	-28	-0.3	-3	-3	-3	1
Cc1ccc(N2C(=O)c3ccccc3NC2(C(=O)O)c2ccccc2)cc1Cl (stereo unspecified)	-3	-68	0	9	0.2	3	7	-23	-72
C/C(=N\NC(=O)c1cccc(S(=O)(=O)N2CCCC2)c1)c1ccc(OCC(=O)N(C)C)cc1	-19	-15	-5	-5	0.6	-3	13	-30	-38
COCCNC(=O)CN(C(=O)CCC(=O)Nc1ccccn1)c1ccc(C)cc1C	1	1	-2	-4	0.5	-1	10	-4	0
Cc1ccc(/C=C2\SC(=S)N(CCC(=O)NNC(=O)c3cccc(O)c3)C2=O)cc1	3	6	-3	-4	8.5	0	-2	12	40*
O=[N+]([O-])c1cccc2c(S(=O)(=O)N3CCOCC3)cccc12	-20	-9	-8	-9	-1.7	-5	1	26	3
CCOC(=O)c1[nH]c(C)c(/C(O)=C2\C(=O)C(=O)N(CCN3CCOCC3)C2c2ccco2)c1C (stereo unspecified)	28	-15	-6	4	-0.4	-2	3	7	13
Cc1ccc(-c2ccc(/C=C3\SC(N4CCOCC4)=NC3=O)o2)cc1	47	-28	17	3	1.6	0	6	39	18
CCOC(=O)C1=CCN(Cc2ccccc2)CC1	12	-7	-8	4	0.8	-3	0	0	-3
CC(C)N(C(=O)CSc1nnc(NC(=O)C2CCC2)s1)C(C)C	7	-5	9	17	-1.9	2	3	17	-4
CCn1c(CNS(=O)(=O)c2ccc(Cl)cc2)n[nH]c1=S	1	-1	0	-2	-1.5	0	-2	6	-2
O=C(CN1C(=O)/C(=C/c2ccccc2F)Sc2ccccc21)NCC1CCCO1 (stereo unspecified)	-4	-7	4	10	0.3	-3	16	12	-38
Cn1c(=S)n(/N=C/c2cccs2)c2ccccc21	-9	3	0	3	0.0	2	20	14	-7
COc1ccc(CNc2nc3ccccc3n2CCN2CCCCC2)cc1	35	-9	16	10	0.4	0	18	11	-34
O=[N+]([O-])c1ccc(S(=O)(=O)Nc2nc(-c3ccccc3)cs2)cc1	-1	-4	-2	4	1.4	-4	14	9	10
CC1CN(C(=O)CCC(=O)NCc2ccccc2)c2ccccc2S1 (stereo unspecified)	6	2	-2	2	0.7	-4	0	4	12
CC1CN(S(=O)(=O)c2cccc(C(=O)NCc3ccccn3)c2)CC(C)O1 (stereo unspecified)	3	-13	-11	2	2.7	0	1	-11	1
COCc1cc(C)nc(SCc2ccccc2Cl)c1C#N	-2	-15	19	12	0.5	2	23	-27	8
CN1CCN(c2oc(-c3ccccc3F)nc2S(=O)(=O)c2ccc(Cl)cc2)CC1	16	-1	-2	0	-0.6	-2	20	24	-15
COC(=O)c1ccc(Cn2nnc3c(=O)[nH]c(C4CCN(S(=O)(=O)c5ccc(F)cc5)CC4)nc32)cc1	-5	-5	6	-5	2.3	-4	3	30	-2
O=C(CSc1nc(-c2cccs2)cc(C(F)(F)F)n1)NCCCn1ccnc1	9	0	6	7	-1.5	-5	2	-1	-5
O=C1CCC(C(=O)OCc2nnc(-c3ccc(Cl)cc3)o2)=NN1	-11	13	-3	2	1.1	2	-2	7	15
CCOC(=O)C(=N/O)/C(C)=N/NC(C)=O	2	1	-3	-10	-0.5	-2	-7	12	-10
COc1cc2[nH]c3c(=O)n(CCN(C(C)C)C(C)C)cnc3c2cc1OC	8	1	-10	-9	1.8	0	-4	5	7
Cc1nc2ccsc2c(=O)n1-c1ccc(Cl)cc1	5	-10	1	10	-1.6	0	5	-11	-4
N#CC1(Nc2ccc(S(N)(=O)=O)cc2)CCCC1	-6	.	-6	-6	.	.	11	.	.
N#Cc1c(NC(=O)/C=C/c2ccco2)sc2c1CCCC2	14	.	6	13	.	.	25	.	.
CC(C)Oc1nc(-c2ccc(Cl)cc2)nc2ccccc12	6	14	-11	-6	1.3	5	7	-23	0
Nc1nc(SCc2nc3sc4c(c3c(=O)[nH]2)CCCC4)n[nH]1	-8	-5	1	0	-1.2	3	16	5	-5
O=C(NN=C1CCCC1)c1cc(Br)ccc1O	7	5	-1	-5	4.9	1	3	16	-3

Shown with two lines to a compound: entries from further up
Fields – Gli-Sufu antag, Jurkat NFkB inh, EBI2 antag, CXCR6 inh, UPR CHOP act, UPR XBP1 act, CCR6 antagonist, Mdm2-MdmX inh, 697 NFkB inh
> CCc1noc(C)c1C(=O)Nc1cccc(S(=O)(=O)N(C)c2ccccc2)c1
 : -3, -6, 5, 3, 0.2, 0, 2, 4, -10
> CCOC(=O)N1CCN(CC(O)COc2ccc(-c3ccccc3)cc2)CC1 (stereo unspecified)
 : 18, 0, 7, -18, 2.3, -2, 9, 16, 11
